Compound activity (PubChem)
Rev-RRE block: HIV Rev-RRE protein-RNA interaction inhibition | P05866 | Rev peptide-RRE RNA binding, FRET | inhibition, % at 8 µM | hit rate 0.79% among 97,000;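 active = inhibition above the screen-wide mean plus 3 SD, cut at about 35% in these data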;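 also: 0% = median DMSO wells and 100% = median Neomycin B control wells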
Target sequence (P05866 whole entry, looked up): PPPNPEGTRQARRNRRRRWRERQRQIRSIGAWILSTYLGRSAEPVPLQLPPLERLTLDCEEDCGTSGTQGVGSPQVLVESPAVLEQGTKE
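Test system: Cy5-tagged RRE RNA duplex with fluorescein-tagged Rev peptide; Probe or stimulus: labelled Rev peptide; Schedule: 5 min preincubation and 15 min binding, 25 °C; Signal: FRET fluorescence readout; Evaluation: % inhibition from 671/540 nm acceptor-to-donor ratio, scaled between controls; Control set: DMSO and neomycin B.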
CYP2C19 inh: human CYP2C19 inhibition | P33261 | CYP2C19 Supersomes, luciferin-H EGE luminescence, 30 min | inhibition, % at 5 µM | hit rate 21% among 96,000 | AID 778;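 active = CYP2C19 inhibition above a set limit at 5 µM in the primary screen, cut at about 50% in these data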;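 also: plate controls were negative control wells for no effect and 2.5 mM tranylcypromine positive control for full effect; values of inactives mirror those of a sister screen read the other way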
CYP2C9 inh: inhibitors of human CYP2C9. hit rate 20% among 96,000. AID 777. P11712. CYP2C9 Supersomes, luciferin-H conversion, luminescence. inhibition, % at 5 µM;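 active = blocking of liver enzyme CYP2C9 beyond about 50% at 5 µM, limit read from the data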; also: values of inactives mirror those of a sister screen read the other way
CYP2C19 activ: increases human CYP2C19 enzyme activity. P33261. recombinant CYP2C19, luciferin-H EGE luminescence; active compounds read high; 0 = fully inhibited enzyme, 1 = untreated enzyme. activation factor at 5 µM. 96,000 tested, under 10 active;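 active = activation factor of at least 2 at 5 µM in the primary screen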;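 also: 0 = wells with 2.5 mM tranylcypromine and 1 = vehicle-only wells; values of inactives mirror those of a sister screen read the other way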
EphB4 ephrin blk: EphB4-ephrin-B2 interaction antagonism. P54760. EphB4 LBD / TNYL-RAW-Alexa532 peptide, fluorescence polarization. inhibition, % at 7 µM. hit rate 0.15% among 97,000;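 active = inhibition above the screen-wide mean inhibition plus 3 SD, cut at about 15% in these data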;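 also: 0% = DMSO wells and 100% = excess unlabeled TNYL-RAW peptide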
Target sequence (P54760 whole entry, looked up, the tested form may be a part): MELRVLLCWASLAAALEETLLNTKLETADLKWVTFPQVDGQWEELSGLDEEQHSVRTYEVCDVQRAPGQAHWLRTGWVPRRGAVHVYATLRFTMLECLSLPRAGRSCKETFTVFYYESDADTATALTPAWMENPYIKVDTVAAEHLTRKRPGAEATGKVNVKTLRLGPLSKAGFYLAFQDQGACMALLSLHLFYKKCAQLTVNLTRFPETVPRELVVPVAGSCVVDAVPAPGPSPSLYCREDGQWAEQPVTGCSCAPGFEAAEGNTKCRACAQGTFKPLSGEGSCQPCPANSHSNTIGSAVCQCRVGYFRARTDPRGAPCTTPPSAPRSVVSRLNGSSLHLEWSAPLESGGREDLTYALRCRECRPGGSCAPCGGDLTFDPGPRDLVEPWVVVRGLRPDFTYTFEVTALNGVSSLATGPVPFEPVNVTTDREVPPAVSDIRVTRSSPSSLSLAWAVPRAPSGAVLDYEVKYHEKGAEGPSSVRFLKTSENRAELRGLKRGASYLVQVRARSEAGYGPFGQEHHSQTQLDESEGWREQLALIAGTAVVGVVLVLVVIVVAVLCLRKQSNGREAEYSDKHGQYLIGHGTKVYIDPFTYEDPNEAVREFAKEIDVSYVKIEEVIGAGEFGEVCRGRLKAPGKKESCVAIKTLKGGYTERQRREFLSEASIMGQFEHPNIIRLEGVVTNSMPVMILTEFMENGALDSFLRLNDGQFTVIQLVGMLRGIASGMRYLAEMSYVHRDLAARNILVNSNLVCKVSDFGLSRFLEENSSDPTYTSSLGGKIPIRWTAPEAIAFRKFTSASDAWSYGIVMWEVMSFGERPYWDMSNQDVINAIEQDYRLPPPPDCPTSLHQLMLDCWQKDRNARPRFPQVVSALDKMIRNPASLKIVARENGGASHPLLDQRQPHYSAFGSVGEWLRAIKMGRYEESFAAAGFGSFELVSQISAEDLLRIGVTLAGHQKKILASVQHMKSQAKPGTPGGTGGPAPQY
PLAP act: activates human placental alkaline phosphatase; P05187; purified PLAP enzyme, luminescent substrate read-out; active compounds read high; activation fold at 20 µM; hit rate 1.2% among 96,000; AID 696; in the data active = activation fold above about 2
CYP2C9 act: activators of human CYP2C9; activation factor at 5 µM; recombinant CYP2C9, luciferin-H conversion, luminescence; active compounds read high; factor 1 = untreated enzyme, 0 = blocked; P11712; hit rate 1.4% among 96,000;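 active = activation factor of 2 or more for CYP2C9 at a 5 µM dose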;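 also: 0 = sulfaphenazole-blocked wells and 1 = vehicle-only wells; values of inactives mirror those of a sister screen read the other way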
PLK1 PBD inh: inhibitors of human Plk1 polo box domain binding; P53350; Plk1 PBD phosphopeptide binding, fluorescence polarization; inhibition, %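 (tested at about 20 µM)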; hit rate 0.13% among 97,000; AID 693; in the data active = inhibition above about 34%, passing the limit was not always enough
PLK1 inh: PLK1 (human) kinase inhibition | inhibition, % at 10 µM | P53350 | hit rate 0.53% among 97,000 | AID 619 | recombinant PLK1 kinase, TR-FRET peptide phosphorylation;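 active = inhibition of 50% or more in the single-concentration screen; inactive = inhibition below 50%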;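 also: 0% = DMSO max control and 100% = H-89 dihydrochloride min control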
* = called active by the depositor.

Results for CN(C)c1ccc(CNn2cnnc2SCc2ccc(F)cc2)cc1 ?
Rev-RRE block: 7; CYP2C19 inh: 98*; CYP2C9 inh: 63*; CYP2C19 activ: 0; EphB4 ephrin blk: 10; PLAP act: 0.9; CYP2C9 act: 0.4; PLK1 PBD inh: -5; PLK1 inh: -1

What do the screens show for `Cn1c(=O)[nH]c(=O)c2c1nc(NCCCn1ccnc1)n2CCOc1ccccc1`?
Rev-RRE block: 9; CYP2C19 inh: 99*; CYP2C9 inh: 98*; CYP2C19 activ: 0; EphB4 ephrin blk: 7; CYP2C9 act: 0; PLK1 PBD inh: -6; PLK1 inh: -13

What do the screens show for `O=C(Nc1cccc2ncccc12)c1ccc2c(c1)OCCO2`?
Rev-RRE block: 2; CYP2C19 inh: -6; CYP2C9 inh: -50; CYP2C19 activ: 1.1; EphB4 ephrin blk: -3; PLAP act: 0.8; CYP2C9 act: 1.5; PLK1 PBD inh: -16; PLK1 inh: -7

Results for CC(C)NC(=O)CSCc1c(Cl)cccc1Cl ?
Rev-RRE block: 2; CYP2C19 inh: 42; CYP2C9 inh: 21; CYP2C19 activ: 0.6; EphB4 ephrin blk: -4; PLAP act: 0.9; CYP2C9 act: 0.8; PLK1 PBD inh: -5; PLK1 inh: -10

What do the screens show for `O=C(Nc1ccc(Cl)cc1)OCc1ccccn1`?
Rev-RRE block: 1; EphB4 ephrin blk: 4; PLK1 PBD inh: -15; PLK1 inh: -12

How did CCC(=O)Nc1ccccc1C(=O)N1CCOCC1 do in these assays?
CYP2C19 inh: -14; CYP2C9 inh: 3; CYP2C19 activ: 1.1; PLAP act: 1.2; CYP2C9 act: 1

What do the screens show for `O=C(CSc1nnc(-c2ccco2)n1Cc1ccccc1)c1ccccc1`?
Rev-RRE block: 7; CYP2C19 inh: 93*; CYP2C9 inh: 87*; CYP2C19 activ: 0.1; EphB4 ephrin blk: 1; PLAP act: 1.6; CYP2C9 act: 0.1; PLK1 PBD inh: 11; PLK1 inh: -17

What do the screens show for `CCOC(=O)Cc1nnc(NC(=O)C(CC)Sc2nnc3c4ccccc4n(C)c3n2)s1` (stereo unspecified)?
Rev-RRE block: 10; CYP2C19 inh: 48; CYP2C9 inh: 94*; CYP2C19 activ: 0.5; EphB4 ephrin blk: -3; PLAP act: 1.4; CYP2C9 act: 0.1; PLK1 PBD inh: 2; PLK1 inh: -12

How did CCC(C)NC(=O)C1CCN(c2nc(C)cc(C)n2)CC1 (stereo unspecified) do in these assays?
Rev-RRE block: -2; CYP2C19 inh: -7; CYP2C9 inh: -40; CYP2C19 activ: 1.1; EphB4 ephrin blk: 4; PLAP act: 0.9; CYP2C9 act: 1.4; PLK1 PBD inh: 8; PLK1 inh: -13

How did Cc1ccc2c(c1)cc(CN(Cc1ccc3c(c1)OCO3)C(=O)c1cnccn1)c1nnnn12 do in these assays?
Rev-RRE block: 9; CYP2C19 inh: 38; CYP2C9 inh: 48; CYP2C19 activ: 0.6; EphB4 ephrin blk: -11; PLAP act: 1.5; CYP2C9 act: 0.5; PLK1 PBD inh: -39; PLK1 inh: -10

What do the screens show for `COc1ccc(C(=O)N=c2c(C#N)cc3c(=O)n4cccc(C)c4nc3n2Cc2ccco2)cc1`?
Rev-RRE block: 17; CYP2C19 inh: 26; CYP2C9 inh: 24; CYP2C19 activ: 0.7; EphB4 ephrin blk: -2; PLAP act: 1.1; CYP2C9 act: 0.8; PLK1 PBD inh: 13; PLK1 inh: -8

Results for Cc1ccc(-c2c(C)n([O-])c3c([n+]2=O)CCCC3)o1 ?
Rev-RRE block: 3; CYP2C19 inh: 19; CYP2C9 inh: 14; CYP2C19 activ: 0.8; EphB4 ephrin blk: 7; PLAP act: 1; CYP2C9 act: 0.9; PLK1 PBD inh: 2; PLK1 inh: -7

What do the screens show for `COc1ccc(OC)c(C2=NOC(C(=O)NCc3ccco3)C2)c1` (stereo unspecified)?
Rev-RRE block: 3; CYP2C19 inh: 18; CYP2C9 inh: -213; CYP2C19 activ: 0.8; EphB4 ephrin blk: 1; PLAP act: 1.2; CYP2C9 act: 3.1*; PLK1 PBD inh: -18; PLK1 inh: -5

What do the screens show for `O=C(CSc1nnc(-c2ccccc2)o1)Nc1ccccc1F`?
Rev-RRE block: 11; CYP2C19 inh: 57*; CYP2C9 inh: 29; CYP2C19 activ: 0.4; EphB4 ephrin blk: 10; PLAP act: 1.5; CYP2C9 act: 0.7; PLK1 PBD inh: 2; PLK1 inh: -3

Results for c1ccc(OCc2nc3ccccc3[nH]2)cc1 ?
Rev-RRE block: 8; CYP2C19 inh: 74*; CYP2C9 inh: 15; CYP2C19 activ: 0.3; EphB4 ephrin blk: 3; PLAP act: 0.8; CYP2C9 act: 0.8; PLK1 PBD inh: 1; PLK1 inh: -12

Results for O=C(CNCC1CCCO1)Nc1ccccc1N1CCOCC1 (stereo unspecified) ?
Rev-RRE block: 5; CYP2C19 inh: -4; CYP2C9 inh: 14; CYP2C19 activ: 1; EphB4 ephrin blk: -3; PLAP act: 1; CYP2C9 act: 0.9; PLK1 PBD inh: -15; PLK1 inh: -8

Results for Cc1cc2cc(C)c3nnc(SCC(=O)NCc4ccco4)n3c2cc1C ?
Rev-RRE block: -4; CYP2C19 inh: 21; CYP2C9 inh: 33; CYP2C19 activ: 0.8; EphB4 ephrin blk: -8; PLAP act: 1.1; CYP2C9 act: 0.7; PLK1 PBD inh: -26; PLK1 inh: -11

Results for O=c1[nH]c(CN2CCN(c3ccc([N+](=O)[O-])cc3)CC2)nc2ccsc12 ?
Rev-RRE block: 4; CYP2C19 inh: -21; CYP2C9 inh: -11; CYP2C19 activ: 1.2; EphB4 ephrin blk: 7; PLAP act: 1.2; CYP2C9 act: 1.1; PLK1 PBD inh: -4; PLK1 inh: -11

What do the screens show for `OCCSc1nncn1/N=C/c1c[nH]c2ccccc12`?
Rev-RRE block: 2; CYP2C19 inh: 14; CYP2C9 inh: 30; CYP2C19 activ: 0.9; EphB4 ephrin blk: 4; PLAP act: 0.8; CYP2C9 act: 0.7; PLK1 PBD inh: -29; PLK1 inh: 4

Results for Cc1ccc(Cn2ccc(NC(=O)c3cc4nc5c(c(C(F)(F)F)n4n3)CCc3ccccc3-5)n2)cc1 ?
Rev-RRE block: 14; CYP2C19 inh: 27; CYP2C9 inh: 71*; CYP2C19 activ: 0.7; EphB4 ephrin blk: 2; PLAP act: 0.9; CYP2C9 act: 0.3; PLK1 PBD inh: -6; PLK1 inh: 5

How did COc1ccc(Cc2nn3c(-c4ccccc4OC)nnc3s2)cc1 do in these assays?
CYP2C19 inh: 82*; CYP2C9 inh: 60*; CYP2C19 activ: 0.2; PLAP act: 1.5; CYP2C9 act: 0.4

Results for C/C(N)=C(/C#N)C(=O)COC(=O)COc1ccc(Cl)cc1C ?
Rev-RRE block: 1; CYP2C19 inh: 21; CYP2C9 inh: 4; CYP2C19 activ: 0.8; EphB4 ephrin blk: 2; PLAP act: 1.2; CYP2C9 act: 1; PLK1 PBD inh: 19; PLK1 inh: -4

Results for CCOC(=O)Cc1cc(=O)n2[nH]c(-c3ccc(Cl)cc3)cc2n1 ?
Rev-RRE block: 1; CYP2C19 inh: 8; CYP2C9 inh: 10; CYP2C19 activ: 0.9; EphB4 ephrin blk: -2; PLAP act: 1; CYP2C9 act: 0.9; PLK1 PBD inh: 13; PLK1 inh: -2

How did CC(=O)c1c(C)n(-c2ccccc2)c2ccc(OCC(O)CN3CCOCC3)cc12 (stereo unspecified) do in these assays?
Rev-RRE block: 11; CYP2C19 inh: 77*; CYP2C9 inh: 68*; CYP2C19 activ: 0.2; EphB4 ephrin blk: 1; PLAP act: 1.5; CYP2C9 act: 0.3; PLK1 PBD inh: -1; PLK1 inh: -8

How did CCN(CCO)Cc1csc2c(Br)cccc12 do in these assays?
Rev-RRE block: 0; CYP2C19 inh: 25; CYP2C9 inh: -3; CYP2C19 activ: 0.8; EphB4 ephrin blk: -3; PLAP act: 1; CYP2C9 act: 1; PLK1 PBD inh: -2; PLK1 inh: 1

What do the screens show for `Cn1cnc(S(=O)(=O)Nc2ccc(C(F)(F)F)cc2)c1`?
Rev-RRE block: 3; CYP2C19 inh: 1; CYP2C9 inh: -8; CYP2C19 activ: 1; EphB4 ephrin blk: -2; PLAP act: 0.8; CYP2C9 act: 1.1; PLK1 PBD inh: -15; PLK1 inh: -5

Results for Cc1occc1C(=O)Nc1cccc(Cn2cccn2)c1 ?
Rev-RRE block: 2; CYP2C19 inh: 57*; CYP2C9 inh: 51*; CYP2C19 activ: 0.4; EphB4 ephrin blk: 1; PLAP act: 1.3; CYP2C9 act: 0.5; PLK1 PBD inh: 10; PLK1 inh: -12

What do the screens show for `Cc1ccc(-c2cc(C(=O)NCc3ccccn3)c3ccccc3n2)cc1C`?
Rev-RRE block: 8; CYP2C19 inh: 33; CYP2C9 inh: 59*; CYP2C19 activ: 0.7; EphB4 ephrin blk: 7; PLAP act: 1.5; CYP2C9 act: 0.4; PLK1 PBD inh: 2; PLK1 inh: -14

Results for CC(C)(C)OC(=O)N1CCC[C@H]1c1nnc(SCc2ccccc2F)o1 ?
Rev-RRE block: 4; CYP2C19 inh: 61*; CYP2C9 inh: 60*; CYP2C19 activ: 0.4; EphB4 ephrin blk: 2; PLAP act: 1.5; CYP2C9 act: 0.4; PLK1 PBD inh: 28; PLK1 inh: -8

How did CCN(CC)C(=O)C1CCCN(c2ccc([N+](=O)[O-])cc2/C=N/NC(=O)c2cccc(Br)c2)C1 (stereo unspecified) do in these assays?
Rev-RRE block: 3; CYP2C19 inh: 52*; CYP2C9 inh: 85*; CYP2C19 activ: 0.5; EphB4 ephrin blk: -3; PLAP act: 1.3; CYP2C9 act: 0.2; PLK1 PBD inh: -7; PLK1 inh: -5

Results for Cc1nn(Cc2ccc([N+](=O)[O-])cc2)c(=O)n1-c1c(F)cccc1F ?
Rev-RRE block: 7; CYP2C19 inh: 59*; CYP2C9 inh: 5; CYP2C19 activ: 0.4; EphB4 ephrin blk: 5; PLAP act: 1; CYP2C9 act: 1; PLK1 PBD inh: 27; PLK1 inh: -9

What do the screens show for `O=c1c2c(n3cnnc3n1-c1ccccc1)-c1ccccc1CC21CCCCC1`?
Rev-RRE block: 10; CYP2C19 inh: 6; CYP2C9 inh: 9; CYP2C19 activ: 0.9; EphB4 ephrin blk: -11; PLAP act: 1.2; CYP2C9 act: 0.9; PLK1 PBD inh: -18; PLK1 inh: -5

Nothing new here: 4 of the compounds above.
How did COc1ccc(Cc2nn3c(-c4ccccc4OC)nnc3s2)cc1 do in these assays?
CYP2C19 inh: 82*; CYP2C9 inh: 60*; CYP2C19 activ: 0.2; PLAP act: 1.5; CYP2C9 act: 0.4

Results for C/C(N)=C(/C#N)C(=O)COC(=O)COc1ccc(Cl)cc1C ?
Rev-RRE block: 1; CYP2C19 inh: 21; CYP2C9 inh: 4; CYP2C19 activ: 0.8; EphB4 ephrin blk: 2; PLAP act: 1.2; CYP2C9 act: 1; PLK1 PBD inh: 19; PLK1 inh: -4

Results for CCOC(=O)Cc1cc(=O)n2[nH]c(-c3ccc(Cl)cc3)cc2n1 ?
Rev-RRE block: 1; CYP2C19 inh: 8; CYP2C9 inh: 10; CYP2C19 activ: 0.9; EphB4 ephrin blk: -2; PLAP act: 1; CYP2C9 act: 0.9; PLK1 PBD inh: 13; PLK1 inh: -2

How did CC(=O)c1c(C)n(-c2ccccc2)c2ccc(OCC(O)CN3CCOCC3)cc12 (stereo unspecified) do in these assays?
Rev-RRE block: 11; CYP2C19 inh: 77*; CYP2C9 inh: 68*; CYP2C19 activ: 0.2; EphB4 ephrin blk: 1; PLAP act: 1.5; CYP2C9 act: 0.3; PLK1 PBD inh: -1; PLK1 inh: -8
